Source: PubChem
Keap1-Nrf2 PPI – disrupts human Keap1 binding to Nrf2 peptide | inhibition, % at 9.4 µM | 340,000 tested, 0.15% active | AID 504523 | Keap1 Kelch-Nrf2 peptide fluorescence polarization, 1536-well; in the data active = inhibition above about 12%;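 also: human Keap1 Kelch domain with fluorescein labeled Nrf2 9mer peptide probe; 0% = neutral control wells and 100% = peptide positive control; higher means more block of Keap1 binding to Nrf2 peptide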
Target sequence (Q14145 whole entry, looked up, the tested form may be a part): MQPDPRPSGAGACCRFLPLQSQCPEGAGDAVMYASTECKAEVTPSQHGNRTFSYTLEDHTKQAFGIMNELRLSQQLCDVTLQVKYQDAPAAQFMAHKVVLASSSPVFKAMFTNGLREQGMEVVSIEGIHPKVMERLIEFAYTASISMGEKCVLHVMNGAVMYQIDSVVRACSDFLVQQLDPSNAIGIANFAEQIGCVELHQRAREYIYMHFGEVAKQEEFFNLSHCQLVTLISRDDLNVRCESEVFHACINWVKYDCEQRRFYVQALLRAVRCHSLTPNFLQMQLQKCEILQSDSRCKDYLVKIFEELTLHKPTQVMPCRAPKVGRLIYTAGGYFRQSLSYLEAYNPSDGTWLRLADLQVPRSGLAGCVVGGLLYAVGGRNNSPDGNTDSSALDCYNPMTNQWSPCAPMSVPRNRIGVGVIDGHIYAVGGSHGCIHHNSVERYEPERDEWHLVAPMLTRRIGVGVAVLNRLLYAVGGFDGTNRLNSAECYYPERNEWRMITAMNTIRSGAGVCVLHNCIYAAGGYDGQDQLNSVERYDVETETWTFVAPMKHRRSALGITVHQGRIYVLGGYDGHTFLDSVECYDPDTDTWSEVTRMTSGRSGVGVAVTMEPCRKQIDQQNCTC
MOR-DOR ag – OPRM1-OPRD1 heterodimerization agonism; cells, luminescence; activation, % at 9.3 µM; P35372+P41143; 340,000 tested, 0.3% active; in the data active = activation above about 18%;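 also: 0% = vehicle-treated cells and 100% = reference agonist; values of inactives mirror those of a sister screen read the other way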
HTR5A ag – HTR5A agonism, opioid heterodimer counter-screen; 340,000 tested, 0.61% active; AID 504692; activation, % at 9.3 µM; P47898; HTR5A agonist assay, luminescence, cell-based; in the data active = activation mostly above about 9.5%, no sharp cut-off; inactive = mostly below about 7.6%;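 also: 0% = cells with vehicle only and 100% = reference agonist; strong numbers were not always called active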
Target sequence (P47898 whole entry, looked up): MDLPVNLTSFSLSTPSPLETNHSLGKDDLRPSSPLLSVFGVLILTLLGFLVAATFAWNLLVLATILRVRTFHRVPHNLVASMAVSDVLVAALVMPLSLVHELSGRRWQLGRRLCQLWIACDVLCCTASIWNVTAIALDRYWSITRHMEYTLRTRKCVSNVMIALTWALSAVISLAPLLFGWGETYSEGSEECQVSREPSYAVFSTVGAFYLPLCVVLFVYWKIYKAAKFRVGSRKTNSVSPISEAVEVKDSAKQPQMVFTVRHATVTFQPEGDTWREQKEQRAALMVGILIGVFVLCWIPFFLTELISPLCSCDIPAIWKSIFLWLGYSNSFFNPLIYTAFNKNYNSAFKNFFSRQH
LANA DNA inh – inhibitors of KSHV LANA C-terminal domain DNA binding. MBP-C-LANA/FAM-LBS DNA binding, fluorescence polarization. inhibition, % at 9 µM. 340,000 tested, 0.078% active. AID 504423;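 active = highest replicate inhibition at or above 60% at 9 µM, even if other replicates fall short; inactive = all replicates below 60% inhibition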;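 also: 0% = neutral control wells and 100% = 4 µM acridine orange control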
HTR5A inv ag – counter-screen for OPRM1-OPRD1 inverse agonists: human HTR5A inverse agonism | P47898 | HTR5A cell line, luminescence | inhibition, % at 9.3 µM | 340,000 tested, 0.083% active | AID 504634; in the data active = inhibition mostly above about 23%, no sharp cut-off; inactive = mostly below about 18%;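 also: 0% = cells with DMSO and 100% = no-cell wells with DMSO; some compounds called inactive have numbers as strong as hits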
RTF Ca sens inh – cardiac RTF calcium desensitization; AID 493244; 340,000 tested, 0.12% active; P19429+P45379; IANBD-labeled cardiac RTF, Ca2+ fluorescence; inhibition, % at 7.15 µM;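 active = inhibition above the mean inhibition of all tested compounds plus 3 SD, cut at about 17% in these data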;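 also: assay run at fixed EC70 calcium of 1.6 mM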
CAL-PDZ inh HTS – blocks peptide binding to the human CAL PDZ domain; 300,000 tested, 0.92% active; Q9HD26; AID 602252; inhibition, % at 24.9 µM; purified CAL PDZ, TMR-peptide fluorescence polarization, 1 h;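 active = mean inhibition of at least 30% with at least half of replicates also reaching 30%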;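 also: 0% = DMSO neutral control and 100% = excess unlabeled competitor peptide PRC23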
OPRM1-OPRD1 inv – inverse agonist of human OPRM1-OPRD1 heterodimerization | P35372+P41143 | cell-based MOR-DOR heterodimer luminescence, inverse agonism | inhibition, % at 9.3 µM | 340,000 tested, 0.21% active; in the data active = inhibition above about 22%, passing the limit was not always enough;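 also: 0% = cells with DMSO and 100% = wells without cells with DMSO; values of inactives mirror those of a sister screen read the other way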
RTF Ca sens act – cardiac RTF calcium sensitization. P19429+P45379. IANBD-labeled TnC RTF fluorescence at EC20 calcium; 0% EC20 calcium, 100% full calcium. activation, % at 7.2 µM. 340,000 tested, 0.24% active;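 active = activation above the mean over all tested compounds plus 3 SD, cut at about 30% in these data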;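 also: rise in fluorescence read as greater calcium sensitivity of cardiac thin filaments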
V-ATPase pHluor – alters yeast V-ATPase proton transport. S. cerevisiae, pHLuorin cytosolic pH fluorescence. response, % at 10 µM. 350,000 tested, 0.37% active; in the data active = response mostly above about 7.3%, no sharp cut-off; inactive = mostly below about 5.4%; also: actives read high; inactives centre near 0; some compounds called inactive have numbers as strong as hits; reference of the scale not given here
Starred values were filed as active, the others as inactive; . = not tested or not shown. Compounds as they come; 2.8% or so of the library scored in one or more.

cpd	SMILES	HTR5A inv ag	V-ATPase pHluor	HTR5A ag	RTF Ca sens inh	Keap1-Nrf2 PPI	LANA DNA inh	RTF Ca sens act	OPRM1-OPRD1 inv	MOR-DOR ag	CAL-PDZ inh HTS
1	CCc1cc2c(CN3CCN(Cc4ccccc4)CC3)cc(=O)oc2cc1O	-7.5	-1.0	2.0	-5.7	-0.9	1.5	-2.2	-7.7	1.7	2.4
2	O=C(c1ccccc1F)N(Cc1ccc(F)cc1)C1CCS(=O)(=O)C1 (configuration not stated)	-5.5	-1.6	-2.2	3.1	3.4	0.8	-1.2	11.3	-2.0	-1.6
3	Cc1ccc(NC(=O)OCC(F)(F)C(F)F)cc1NC(=O)OCC(F)(F)C(F)F	0.9	0.4	-0.4	-8.4	-4.3	0.5	-2.0	-4.9	1.0	.
4	COc1ccccc1N(CC(=O)Nc1ccc(Cc2ccncc2)cc1)S(=O)(=O)c1ccccc1	-27.9	3.1	6.0	-6.2	0.6	0.1	0.4	-29.5	3.6	.
5	Cn1ncc2c(N3CCN(c4ccccc4F)CC3)ncnc21	9.3	1.3	2.8	-3.5	-1.2	-1.4	2.6	2.0	-0.4	-3.5
6	O=C(c1cc(-c2ccccc2O)on1)N1CCCCCC1	-22.2	-4.5	7.8	7.7	1.8	0.1	-4.5	4.4	-0.7	8.8
7	Cc1c(NC(=O)c2c(O)c3ccccc3n(C)c2=O)c(=O)n(-c2ccccc2)n1C	-18.1	-1.8	-10.6	4.6	-1.7	-1.2	-0.5	-2.2	0.5	-1.8
8	CCOc1nc(SCCOc2ccc(C)cc2)nc(N(C)C)n1	2.1	2.5	1.7	8.2	-2.1	2.5	2.2	-11.1	1.8	13.2
9	CSc1nnc(C)c(/C=C/NOCc2ccc(Cl)cc2)n1	15.5	0.4	-1.1	2.7	-1.7	1.2	-10.4	43.8*	-8.5	-0.2
10	O=C(NC1CCSC1=O)c1cccc(C(=O)NC2CCSC2=O)c1 (configuration not stated)	11.0	3.7	-4.6	-9.7	-3.1	-1.4	4.9	3.9	-0.9	-1.9
11	Cc1c(CCC(=O)O)c(=O)oc2cc3occ(C(C)(C)C)c3cc12	-2.9	2.9	-4.3	8.0	1.9	1.5	0.4	16.3	-3.1	-5.2
12	Cc1cc(C)n(C(=O)c2ccc(C)c(S(=O)(=O)N3CCOCC3)c2)n1	-15.1	-4.4	6.0	-17.0	-6.6	-0.9	-15.7	-10.6	1.9	-2.2
13	CC(C)(C)c1ccc(OCCN2CCCC2)cc1	-3.8	-1.8	-1.3	5.1	-4.7	1.3	3.4	8.9	-1.6	-3.3
14	COc1ccc(N2CCN(C(CNC(=O)C3CCCCC3)c3ccco3)CC2)cc1 (configuration not stated)	-1.9	-4.2	7.2	-4.0	1.7	1.1	-6.3	6.2	-0.9	-4.1
15	O=C(CCNS(=O)(=O)c1cccc2nonc12)NC1CCCCC1	-4.1	-1.1	0.6	-1.1	3.5	0.9	-1.1	15.2	-3.2	1.1
16	CN(C)c1ccc(CNC(=O)CCS(=O)(=O)c2ccc3c(c2)n(C)c(=O)c(=O)n3C)cc1	1.6	0.8	-1.7	2.4	-4.8	-0.3	0.1	2.2	-0.4	.
17	CCCCN(C(=O)c1ccccc1OCc1ccc(F)cc1)c1c(N)n(CC(C)C)c(=O)[nH]c1=O	-4.0	-4.0	1.6	0.1	-7.6	0.3	-3.9	1.1	-0.3	-4.5
18	O=S(=O)(Nc1ccc(-c2cn3c(n2)SCC3)cc1)c1ccccc1F	-4.7	-0.5	1.8	6.9	-16.9	-0.9	-5.6	3.7	-0.7	0.6
19	O=S(=O)(c1ccccc1)c1cc(O)ccc1O	9.6	-0.8	0.9	-1.9	-6.0	0.5	10.9	-26.4	4.8	-2.6
20	Cc1ccc(N2C(=O)C3C(C2=O)C2C=CC3C23CC3)c([N+](=O)[O-])c1 (configuration not stated)	9.7	-1.4	-4.7	-2.9	-5.3	-0.3	-0.2	11.9	-2.4	-3.3
21	Cc1nc(-c2ccccc2)nc2sc(C(=O)c3ccc(F)cc3)c(N)c12	4.1	-8.1	0.5	-6.7	-6.2	-1.4	6.5	17.6	-3.6	-3.9
22	CCC(C)[C@H](NC(=O)NCc1cccc(OC)c1)C(=O)OC (some centres not stated)	2.0	-5.6	-0.7	-27.0	0.0	1.4	9.4	3.5	-0.6	-0.3
23	CC(C)N(C(=O)COC(=O)[C@@H]1CC(O)CN1S(=O)(=O)c1ccccc1[N+](=O)[O-])C(C)C (some centres not stated)	9.3	-0.5	-0.6	-1.9	-6.6	-0.4	4.9	5.2	-0.8	-3.2
24	CCC1CCCCN1S(=O)(=O)c1ccc(NC(=O)C2CC(=O)N(C(C)(C)C)C2)cc1 (configuration not stated)	13.6	0.3	-3.8	1.9	-1.9	-0.7	-6.6	15.5	-3.0	.
25	CC(=O)Nc1ccc2nc(NC(=O)COc3ccccc3C)sc2c1	7.5	1.1	-2.9	-7.0	4.2	-0.1	-0.7	13.3	-2.8	-5.2
26	CC(C)CCN1CC(=O)N2[C@@H](Cc3c([nH]c4ccccc34)C2(C)C)C1=O	-10.7	2.1	3.0	-6.5	6.7	2.6	-2.6	9.8	-2.2	61.4*
27	Cc1ccc(C(=O)c2c3ccccc3[n+]([O-])n2CCO)cc1	-9.9	7.3	5.0	10.6	-3.9	3.6	0.2	18.2	-4.0	1.7
28	CCN1C(=O)CS/C1=N\S(=O)(=O)c1ccc(Cl)cc1	-0.7	-8.0	0.2	-2.5	-3.2	-1.7	1.2	4.6	-0.9	-2.3
29	CCOC(=O)[C@H]1[C@H]2COc3ccc(Cl)cc3[C@@H]2N2C(=O)CNC(=O)[C@@]12C	-14.7	-0.2	3.1	-15.7	-0.3	1.5	-9.9	2.4	-0.4	-0.3
30	CCOC(=O)c1c(NC(=O)CN2CCCc3ccccc32)sc(C)c1CC	-31.8	0.4	2.4	0.7	-12.9	-1.4	-2.0	10.0	-1.8	-4.0
31	COc1cccc(Nc2ncccc2C(=O)Nc2ccccc2)c1	-24.1	-5.2	2.7	10.9	-0.2	-2.1	-8.1	-9.3	1.5	6.5
32	O=C(CNC(=O)c1ccccc1)NCC(=O)OCC(=O)c1ccccc1	-4.3	-0.8	-3.1	-4.0	-1.3	-2.5	4.5	9.6	-1.9	8.8
33	CC1CCCC(C)N1C(=O)CSc1nnnn1-c1cccc2c1CCCC2 (configuration not stated)	-17.7	-3.1	-3.3	-1.3	0.1	-0.1	-5.2	12.5	-2.3	-3.0
34	O=C(NC(C(=O)c1ccccc1)N1CCCCCC1)c1ccco1 (configuration not stated)	-21.8	4.7	2.6	10.5	-6.2	0.1	-0.2	8.0	-1.5	-3.4
35	Nc1ncnc2c1C(c1ccccc1)c1c(ccc3ccccc13)O2 (configuration not stated)	0.0	-0.3	3.0	-8.1	-1.3	1.1	-3.2	2.8	-0.5	-5.0
36	CC(C)(C)C(=O)/C=C(\N)c1ccccn1	3.8	3.4	-1.6	-1.6	-5.4	-5.8	-5.9	11.2	-2.7	-4.5
37	CCOc1ccc(NC(=O)C2CC(=O)OC2c2ccccc2)cc1 (configuration not stated)	3.1	-4.2	-0.9	-12.5	-3.7	1.4	-0.7	5.5	-1.2	-2.8
38	CCS(=O)(=O)N1CCC(C(=O)NCc2ccc(F)cc2)CC1	16.8	.	-2.4	-13.8	-0.7	4.1	9.9	-10.9	2.0	-18.2
39	Cc1cc(-c2c(C)[nH]n(-c3ccc(Cl)cc3)c2=O)n(-c2ccc(Cl)cc2)n1	-13.4	3.4	1.3	-4.4	0.0	0.3	1.9	10.9	-2.0	-1.1
40	CCN(CC)c1ccc(/C=N/NC(=O)CNC(=O)c2ccccn2)cc1	9.3	1.0	0.7	-2.9	-0.3	-1.6	-3.9	16.5	-3.3	-1.4
41	O=C(NCCOC(=O)c1ccc(S(=O)(=O)N2CCOCC2)cc1)c1cccnc1	-2.5	1.0	1.0	6.1	-1.4	2.2	1.0	16.7	-3.0	-4.4
42	CCOc1ccc(NC(=O)NCC2CCN(c3ccc(OC)cc3)C2)cc1 (configuration not stated)	-17.9	-2.2	5.5	-5.9	-7.1	-0.9	-11.2	3.2	-0.6	.
43	CC1(C)CC2CC(C)(CN2C(=O)Cc2ccccc2)C1 (configuration not stated)	-4.0	-2.5	-1.6	0.2	-0.7	1.4	4.0	1.5	-0.3	-0.7
44	CC(NC(=O)c1cc2cc(Cl)ccc2oc1=N)c1ccccc1 (configuration not stated)	6.0	-0.1	0.2	-1.0	2.6	-0.3	-2.0	-0.7	0.1	0.9
45	O=[N+]([O-])c1ccc(N2CCN(CCO)CC2)cc1Sc1ccccn1	20.5	2.9	-2.3	-7.8	-3.7	0.7	-2.7	3.5	-0.5	-2.7
46	Cc1ccc(-n2nnnc2SCC(=O)NC2CCCc3ccccc32)cc1 (configuration not stated)	-12.5	0.6	0.8	-7.8	-1.2	1.9	1.8	-7.7	1.4	-1.5
47	COc1ccc(/C=N/c2nc3ccccc3n2C)cc1OC	-0.5	-0.4	0.2	-2.5	-2.1	-1.1	-1.7	5.2	-0.9	-3.9
48	COc1ccc(C)cc1NC(=O)NNC(=O)c1cc2ccccc2cc1O	-39.0	-3.0	5.5	-3.3	-0.5	0.7	-4.2	-11.0	2.1	-2.1
49	COc1ccc(C2CC(C(C)(C)C)=NN2c2ccc(S(N)(=O)=O)cc2)cc1 (configuration not stated)	-11.0	-3.5	3.2	0.6	2.7	-2.3	-3.2	-13.7	2.8	-6.5
50	C=CCn1c(CNC(=O)c2ccccc2F)nnc1SCC(=O)NC(C)c1ccccc1 (configuration not stated)	16.1	-1.0	-5.8	-1.5	0.2	-0.7	-3.5	11.5	-2.1	-1.2
51	CCCCOC(=O)CCc1c(C)[nH]c(=O)c(C#N)c1C	8.3	-1.0	-3.5	-8.0	-2.7	-5.1	6.6	0.2	-0.1	-3.2
52	Cc1c(NC(=O)CCc2ccc(S(=O)(=O)N3CCOCC3)cc2)c(=O)n(-c2ccccc2)n1C	-23.4	2.9	7.9	-12.5	-5.2	-2.2	-5.2	18.8	-3.8	1.0
53	Cc1ccc(SCc2cc(=O)c3c(=O)n(-c4ccccc4)[nH]c3[nH]2)cc1	-10.0	1.9	3.7	-4.5	-2.0	3.3	0.1	5.6	-1.1	0.3
54	NS(=O)(=O)c1ccc(CCN=C(NS(=O)(=O)c2cccs2)c2ccccc2)cc1	5.2	2.5	-2.0	-1.0	-0.1	0.6	-1.5	7.8	-1.7	1.7
55	COc1ccccc1C(=O)NCC(=O)N/N=C/c1ccc2c(c1)OCO2	2.2	-1.1	0.1	-20.4	-4.1	-0.5	-1.4	6.9	-0.8	-6.6
56	CC1=C(C(=O)Nc2cccnc2)C(c2cccnc2)n2ncnc2N1 (configuration not stated)	-1.7	-2.1	-2.4	-6.1	1.0	0.9	-6.0	6.5	-1.3	-4.0
57	Cn1c(SCC(=O)N/N=C/C=C\c2ccccc2[N+](=O)[O-])nc2ccccc21	-11.6	-1.8	4.3	-19.1	4.4	-0.6	-3.4	-9.1	1.3	3.0
